TNAP inh hiacc = TNAP (human) inhibition, high acceptor. P05186. purified TNAP, CDP-star luminescence, 1 M DEA. inhibition, % at 20 µM. 200,000 tested, 0.03% active;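 active means over 50% inhibition of tissue-nonspecific alkaline phosphatase at 20 µM in the single-dose screen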;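 further: plate controls were DMSO wells for no effect and EDTA-quenched wells as full inhibition for full effect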
Target sequence (P05186 whole entry, looked up): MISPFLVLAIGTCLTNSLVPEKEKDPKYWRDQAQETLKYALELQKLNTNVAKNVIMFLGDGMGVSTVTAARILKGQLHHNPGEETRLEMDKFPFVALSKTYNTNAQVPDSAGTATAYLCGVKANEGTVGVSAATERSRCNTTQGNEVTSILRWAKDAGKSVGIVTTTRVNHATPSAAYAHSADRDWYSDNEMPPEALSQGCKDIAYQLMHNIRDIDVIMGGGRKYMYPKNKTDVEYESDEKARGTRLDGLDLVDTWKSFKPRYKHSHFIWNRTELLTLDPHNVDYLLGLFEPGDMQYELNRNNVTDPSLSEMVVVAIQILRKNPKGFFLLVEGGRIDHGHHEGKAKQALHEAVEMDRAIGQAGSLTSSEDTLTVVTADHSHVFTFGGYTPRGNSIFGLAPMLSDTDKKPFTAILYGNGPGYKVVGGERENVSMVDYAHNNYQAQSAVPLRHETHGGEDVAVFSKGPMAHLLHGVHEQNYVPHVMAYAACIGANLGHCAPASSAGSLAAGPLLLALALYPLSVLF
PMI activator = phosphomannose isomerase (human) activation | P34949 | purified human PMI, coupled resazurin fluorescence, 20 min; hits give high values; 1 = vehicle control, 0 substrate-free wells | activation factor at 20 µM | 190,000 tested, 0.005% active | AID 1214;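 active means activation factor of 2 or more at 20 µM, relative to plate controls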
G6PDH counter = inhibits Leuconostoc G6PDH, flagging false hits in G6PDH-based assays | 200,000 tested, 0.12% active | inhibition, % at 5 µM | Purified L. mesenteroides G6PDH, diaphorase/resazurin coupled fluorescence, 45 min; in the data active means inhibition above about 50%
PMI act satM6P = increases human PMI activity with near-saturating mannose 6-phosphate. 190,000 tested, 0.34% active. coupled PMI enzyme assay, resazurin fluorescence, 20 min; hits give high values; 1 = untreated enzyme, 0 = substrate-free blank. P34949. activation factor at 20 µM;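 active means activation factor of 2 or more at 20 µM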
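Test system: human phosphomannose isomerase with PGI, G6PDH, diaphorase coupling enzymes / Doses: 20 µM compound, 1% DMSO / Times: enzyme reaction with compound 20 min at room temperature / Measured by: Diaphorase-driven resazurin-to-resorufin fluorescence, excitation 544, emission 590 nm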
Diaphorase inh = counter-screen for diaphorase-based assays: diaphorase inhibitors and chemical oxidizers. diaphorase resazurin-to-resorufin fluorescence, NADH, 16 min; bacterial (C. kluyveri) enzyme, not human. 190,000 tested, 0.69% active. inhibition, % at 20 µM;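 active means primary screen inhibition at 20 µM above a set limit, cut at about 50% in these data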;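 further: plate controls were DMSO with full reaction for no effect and wells lacking NADH for full effect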
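Assay system – diaphorase enzyme from Clostridium kluyveri · Amount – diaphorase 0.14 U/mL (working solution) · Times – reaction incubation of 16 min at room temperature · Controls – No-NADH positive control and DMSO neutral control · Signal – resorufin fluorescence 544/590 nm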
TNAP act hi DEA = increases human TNAP activity under high phosphate acceptor concentration | P05186 | purified TNAP, CDP-star luminescence, 1 M DEA, 30 min; hits give high values; 0 = EDTA background, 1 = DMSO-only activity | activation factor at 20 µM | 200,000 tested, under 10 active;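 active means activation factor at least 2 at 20 µM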
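Assay system: human TNAP; Input: enzyme diluted 1/800 final; Reagent: CDP-star luminogenic substrate at 100 µM final; Timing: 30 min, room temperature; Signal: luminescence; Evaluation: TNAP activation factor scaled between EDTA and DMSO control wells.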
FLuc stim CS = firefly luciferase counter-screen for stimulation assays. ATPlite luciferase biochemical, luminescence, 10 min; 0 = ATP-free wells, 1 = DMSO control. 200,000 tested, under 10 active. activation factor at 10 µM. P08659;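 active means luciferase activation factor, scaled between plate controls, of at least 2 with compound at 10 µM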
Target sequence (P08659 whole entry, looked up): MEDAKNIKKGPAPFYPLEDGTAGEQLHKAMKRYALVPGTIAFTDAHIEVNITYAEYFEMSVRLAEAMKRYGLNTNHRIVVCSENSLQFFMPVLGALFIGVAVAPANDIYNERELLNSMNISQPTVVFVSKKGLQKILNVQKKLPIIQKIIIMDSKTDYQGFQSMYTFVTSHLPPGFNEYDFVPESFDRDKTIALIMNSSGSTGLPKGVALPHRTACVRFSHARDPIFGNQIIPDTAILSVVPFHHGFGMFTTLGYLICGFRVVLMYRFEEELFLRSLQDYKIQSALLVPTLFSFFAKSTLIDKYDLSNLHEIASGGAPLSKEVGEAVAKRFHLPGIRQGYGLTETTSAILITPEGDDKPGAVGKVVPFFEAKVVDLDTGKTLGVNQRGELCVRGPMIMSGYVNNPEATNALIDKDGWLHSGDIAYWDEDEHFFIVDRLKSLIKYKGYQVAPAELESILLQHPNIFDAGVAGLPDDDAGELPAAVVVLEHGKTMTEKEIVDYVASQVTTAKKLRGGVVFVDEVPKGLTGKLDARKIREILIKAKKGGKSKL
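Assay system: Luciferase/luciferin detection reagent, cell-free biochemical luciferase assay / Read-out: luciferase activation / Benchmarks: No-ATP low control, compound-free enzyme-plus-ATP high control / Medium: PBS buffer for ATP / Detection: luminescence measurement of luciferase light output / Schedule: 10 min at ambient temperature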
Diaph act CS = activates diaphorase or chemically reduces, flagging diaphorase assay artifacts. activation factor at 20 µM. AID 1229. 190,000 tested, 0.005% active. Diaphorase/resazurin coupled assay, resorufin fluorescence, 16 min; hits give high values; 1 = vehicle wells, 0 = NADH-free wells;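 active means diaphorase activity raised at least twofold by the compound at 20 µM; inactive means activation factor below 2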
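Material: Clostridium kluyveri diaphorase, purified enzyme; Quantity: enzyme 0.07 U/mL final; Medium: HEPES pH 7.4 buffer with MgCl2 and Tween 20; Dosing: single compound dose of 20 µM, 1% DMSO final; Schedule: 16 min reaction at room temperature; Measured by: red resorufin fluorescence at 544/590 nm excitation/emission.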
TNAP inh noacc = inhibitors of human TNAP without phosphate acceptor; inhibition, % at 20 µM; 200,000 tested, 0.26% active; AID 1012; P05186; purified TNAP, CDP-star luminescence, 30 min;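 active means tissue-nonspecific alkaline phosphatase inhibition above about 50% at 20 µM in the single-dose screen, limit read from the data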;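 further: 0% = DMSO negative control and 100% = EDTA positive control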
HMGR II inh = E. faecalis class II HMG-CoA reductase inhibition. purified E. faecalis HMGR, NADPH absorbance 340 nm kinetic. inhibition, % at 10 µM. 190,000 tested, 0.41% active. AID 1066;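 active means inhibition above a set limit, the median over all tested compounds plus 3 SD, cut at about 9.5% in these data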;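 further: enzyme runs in reverse so mevalonate oxidation gives rising NADPH absorbance; 0% = complete reaction with DMSO and 100% = background rate lacking mevalonate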
Numbers without * were called inactive.

SMILES	TNAP inh hiacc	PMI activator	TNAP inh noacc	Diaphorase inh	Diaph act CS	FLuc stim CS	TNAP act hi DEA	HMGR II inh	PMI act satM6P	G6PDH counter
Cc1cccc(N=Nc2c(C)[nH]n(C(N)=S)c2=O)c1C	4.9	1	-50.0	27.0	0.7	0.9	1	-2.6	0.9	0.2
Cc1cc(N2CCN(C(=O)OC(C)(C)C)CC2)n2ncnc2n1	-4.2	1.1	-15.0	8.5	0.9	1.1	1	-7.6	1.1	4.7
Cc1cc(=O)[nH]c(SCC(=O)N2c3ccccc3CC2C)n1 (stereo not drawn)	-0.6	1	0.9	9.2	0.9	1.1	1	-2.5	0.9	3.7
CNC(=O)C(=O)NCC1OCCN1S(=O)(=O)c1ccc2c(c1)OCCO2 (stereo not drawn)	-4.9	1	-19.3	15.7	0.8	1	1	-8.4	1	1.7
CC(C)c1ccc(-c2nnn(Cc3nc4ccccc4s3)n2)cc1	-6.4	0.8	-15.1	23.5	0.8	1.1	1.1	-1.1	0.8	0.4
CC(=O)Nc1ccc(N2C(=O)CC(Sc3nc4ccccc4s3)C2=O)cc1 (stereo not drawn)	-3.9	1.1	-5.6	-10.7	1.1	1.1	1	-1.3	1.2	11.8
Cc1ccc(S(=O)(=O)N2CC=C(C(=O)NCc3ccc(F)cc3)CC2)cc1	-6.5	1	-13.0	17.1	0.8	1.1	1.1	-0.7	1	16.1
Cc1cc2c(c(/C=C/C(=O)c3ccccc3)c1)OC1(C=C2)Oc2ccccc2C(=O)N1C (stereo not drawn)	-3.2	0.9	-15.8	12.8	0.9	1.1	1	3.2	1	-2.5
N#Cc1ccccc1CSc1nc2ncc(Br)cc2[nH]1	-0.5	1	14.7	8.4	0.9	1.1	1	-12.4	1.1	-16.4
COCC(C)NC(C(=O)Nc1ccc(C)c(Cl)c1)c1ccccc1 (stereo not drawn)	-4.7	1	-18.7	15.5	0.8	1.1	1	-0.3	1	5.6

Part of the list above, with two lines to a compound.
Below each SMILES: TNAP inh hiacc	PMI activator	TNAP inh noacc	Diaphorase inh	Diaph act CS	FLuc stim CS	TNAP act hi DEA	HMGR II inh	PMI act satM6P	G6PDH counter
CC(=O)Nc1ccc(N2C(=O)CC(Sc3nc4ccccc4s3)C2=O)cc1 (stereo not drawn)
    -3.9	1.1	-5.6	-10.7	1.1	1.1	1	-1.3	1.2	11.8
Cc1ccc(S(=O)(=O)N2CC=C(C(=O)NCc3ccc(F)cc3)CC2)cc1
    -6.5	1	-13.0	17.1	0.8	1.1	1.1	-0.7	1	16.1

Next records.
SMILES	TNAP inh hiacc	PMI activator	TNAP inh noacc	Diaphorase inh	Diaph act CS	FLuc stim CS	TNAP act hi DEA	HMGR II inh	PMI act satM6P	G6PDH counter
COC(=O)c1ccc(-n2nnnc2SC)cc1	-3.3	1	-8.6	-3.4	1	1	1	-1.9	1.1	2.6
CCOc1ccccc1C1C(C#N)=C(N)Oc2cc(N)ccc21 (stereo not drawn)	2.0	0.9	-16.6	12.0	0.9	1	1	-2.1	0.9	11.8
O=C(COc1ccccc1)NCCSc1ccccc1	-4.6	1.1	-5.4	7.6	0.9	1.1	1	-5.2	1.1	15.3
CCCCn1c(SCC(=O)NC(=O)NCc2ccco2)nc2cc(S(N)(=O)=O)ccc21	-7.1	1.1	-12.8	13.6	0.9	1.1	1.1	2.4	1.1	8.3
CCOc1ccc2nc(NC(=O)C(CCSC)NS(=O)(=O)c3cccs3)sc2c1 (stereo not drawn)	-2.5	1	-3.2	23.5	0.8	1	1	-0.5	1	1.7
COc1ccc(C2=NOC(C(=O)NCC(C)C)C2)cc1 (stereo not drawn)	-0.5	0.9	-5.3	5.4	0.9	1	1	-7.2	1	0.8
CN1CCN(C(=O)c2ccc3c(c2)S(=O)(=O)c2ccccc2C3=O)CC1	-7.3	1	-16.1	0.0	1	1.1	1.1	0.7	1.1	5.2
Cc1ccc2[nH]c(-c3ccccc3)c(CN3CCCC3)c(=O)c2c1	-2.6	1	-7.0	-18.1	1.2	1	1	-6.0	1	9.1
S=C(NCCc1ccccc1)N1CCN(C2CCCCC2)CC1	-3.1	1	-5.5	6.8	0.9	1	1	0.8	1	-1.3
Cc1cc(C)c(NC(=O)Cn2nc(-c3ccccc3)nc2-c2ccccc2)c(C)c1	-7.4	0.7	-45.3	6.4	0.9	1.1	1.1	-2.0	0.9	12.5
Cc1cc(C)c(S(=O)(=O)Nc2ccccc2C(=O)OCC(=O)NCc2ccccc2)c(C)c1	-8.3	0.9	-6.7	14.4	0.9	1.1	1.1	3.0	0.9	3.8
O=C(CSc1nnc(C2CC2)n1-c1ccccc1)NCCc1ccccc1	-6.3	1	-30.1	7.8	0.9	1.1	1.1	-12.8	1	1.3
Cc1cc(C)c2[nH]c(=O)c(C(c3nnnn3C(C)(C)C)N3CCN(C(=O)c4ccco4)CC3)cc2c1 (stereo not drawn)	-2.2	1.1	1.4	6.7	0.9	1.1	1	1.8	1	13.6
COc1ccc(NS(=O)(=O)c2ccc3nc(COc4ccc(Cl)c(C)c4)[nH]c3c2)cc1	4.1	0.9	-69.4	16.6	0.8	1.1	1	-11.8	0.8	-38.9
CS(=O)(=O)N(CC(=O)N1CCCCC1)c1ccc(Cl)c(C(F)(F)F)c1	-1.9	1	-2.0	4.1	1	1	1	-8.3	1	15.5
CC(C)Oc1ccc(Cc2cnc(=S)[nH]c2N)cc1	-1.9	1	-95.4	12.5	0.9	1.1	1	2.1	1.1	2.4
CCOC(=O)c1c(NC(=O)c2ccccc2)sc2c(O)c(CN(CC)CC)ccc12	-0.2	0.9	-9.4	21.6	0.8	1	1	0.3	0.9	2.9
O=S(=O)(NCC(c1cccnc1)N1CCOCC1)c1ccccc1 (stereo not drawn)	-2.6	1	-10.5	14.6	0.9	1	1	-5.4	0.9	11.8
Cc1nn(Cc2ccc(C(=O)NC3CCCCC3)o2)c(C)c1Br	-5.8	0.9	-10.0	10.2	0.9	1.1	1.1	1.6	1	10.9
CCCCC(=O)Nc1sc2c(c1-c1nc3ccccc3s1)CCN(C(C)=O)C2	-4.6	0.9	-19.8	22.9	0.8	1.1	1	-4.4	0.9	-59.4
O=C1CN(C(=O)c2ccc(Br)o2)C(c2ccccc2)c2cc(F)ccc2N1 (stereo not drawn)	-7.9	0.9	-15.0	28.9	0.7	1.1	1.1	3.9	1	-4.2
CCNS(=O)(=O)c1ccc2nc(NC(=O)/C=C/c3cc(OC)c(OC)c(OC)c3)sc2c1	1.4	1	-14.1	0.7	1	1	1	1.6	1.1	5.9
Cc1ccc(N2CCN(C(=O)CN3C(=O)c4ccccc4C3=O)CC2)cc1	-4.5	1	-5.7	0.0	1	1.1	1	0.2	1.1	1.5
CCN1CCN(C(c2cccs2)C(C)NC(=O)NC2CCCCC2)CC1 (stereo not drawn)	3.0	0.9	-7.8	3.4	1	1	1	-5.7	0.9	-8.2
NS(=O)(=O)c1cc(C(=O)NCCOc2ccccc2)c(Cl)cc1Cl	-3.1	1	-8.0	3.3	1	1	1	0.1	1	4.0
CSCCC(NS(=O)(=O)c1ccc2c(c1)oc(=O)n2C)C(=O)NC1CCC(C)CC1 (stereo not drawn)	0.7	0.9	-4.8	15.4	0.8	1	1	4.0	0.8	-5.5
CC1(C)OC(=O)C(=NNc2ccc(Cl)cc2)C(=O)O1	1.6	1	0.3	3.1	1	1	1	-3.0	1.1	7.8
Cc1ccc(S(=O)(=O)NC(CC(C)C)C(=O)Oc2ccc3c4c(c(=O)oc3c2)CCC4)cc1 (stereo not drawn)	-2.8	1	4.9	9.4	0.9	1.1	1	-1.4	0.9	4.8
Cc1ccc(N(C(C)C(=O)Nc2cc(Cl)ccc2Oc2ccccc2)S(C)(=O)=O)cc1 (stereo not drawn)	-4.0	0.9	-8.3	18.4	0.8	1.1	1	-1.2	0.9	3.4
CCOC(=O)Oc1ccc2c(c1)C(C)=CC(C)(C)N2C(=O)OCC	-2.9	0.8	-8.1	20.4	0.8	1.1	1	1.2	0.9	1.5

Not a retest: entries from further up.
SMILES	TNAP inh hiacc	PMI activator	TNAP inh noacc	Diaphorase inh	Diaph act CS	FLuc stim CS	TNAP act hi DEA	HMGR II inh	PMI act satM6P	G6PDH counter
O=C1CN(C(=O)c2ccc(Br)o2)C(c2ccccc2)c2cc(F)ccc2N1 (stereo not drawn)	-7.9	0.9	-15.0	28.9	0.7	1.1	1.1	3.9	1	-4.2
CCNS(=O)(=O)c1ccc2nc(NC(=O)/C=C/c3cc(OC)c(OC)c(OC)c3)sc2c1	1.4	1	-14.1	0.7	1	1	1	1.6	1.1	5.9
Cc1ccc(N2CCN(C(=O)CN3C(=O)c4ccccc4C3=O)CC2)cc1	-4.5	1	-5.7	0.0	1	1.1	1	0.2	1.1	1.5

Following part
SMILES	TNAP inh hiacc	PMI activator	TNAP inh noacc	Diaphorase inh	Diaph act CS	FLuc stim CS	TNAP act hi DEA	HMGR II inh	PMI act satM6P	G6PDH counter
Cc1cc(N2CCCCCC2)nc2ccccc12	-2.0	1	-7.5	8.3	0.9	0.9	1	2.0	1.1	8.7
Cc1ccc(C(=O)NNC(=O)c2ccco2)cc1	2.9	0.9	-19.7	10.0	0.9	0.4	1	-3.6	0.9	6.1
CCOCCc1nnc(N)s1	-1.7	1.1	-10.3	3.2	1	1.1	1	2.7	1.1	-7.8
COc1ccc(C(c2nnnn2Cc2ccccc2)N2CCN(C(=O)c3ccco3)CC2)cc1OC (stereo not drawn)	-4.3	1.1	-10.2	16.3	0.8	1.1	1	-4.5	1	10.2
Cc1[nH]c2ccccc2c1C(=O)CSc1ccc(F)cc1	-2.9	1	-8.0	16.3	0.8	1	1	-0.6	0.9	-2.2
Cc1[nH]c2ccc(F)cc2c1CCN(Cc1ccncc1)C(=S)Nc1ccc(F)cc1	-2.1	1	-15.1	-2.6	1	1.1	1	3.0	1	1.0
CCC(C)(CC(=O)N(C)CCC#N)c1ccccc1 (stereo not drawn)	-5.6	0.8	-17.2	15.8	0.8	1	1.1	0.1	0.8	9.5
COc1ccc(NC(=O)C(=O)N/N=C/c2cccnc2)c(OC)c1	-6.8	1.1	-7.1	3.8	1	1	1.1	-4.1	1.1	6.4
CCCCN1C2=NCCCN2c2cc(C)c(C)cc21	-7.8	1	-9.9	6.9	0.9	1.1	1.1	-0.8	1	-0.7
COCc1cc(C)nc(NC2CCCCC2)c1C#N	-4.3	1	-9.4	-12.9	1.1	1	1	-2.2	1.1	1.4
COc1cccc(/C=C2/CN(C)CC3=C2OC(N)=C(C#N)C3c2cccc(OC)c2)c1 (stereo not drawn)	-1.6	0.9	0.4	14.4	0.9	1.1	1	-3.9	0.8	4.7
O=C1CN=C(Nc2ccccc2Cl)N1c1ccccc1	-5.3	1	-3.6	-5.9	1.1	1	1.1	4.1	1	6.1

Source: PubChem
